High-throughput results (PubChem)
SUMO HTRF inh – SUMOylation inhibition; 290,000 tested, 0.36% active; P63279; HTRF SUMOylation assay, SAE1/SAE2 + UBC9, in vitro; inhibition, % at 35 µM; in the data active = inhibition above about 50%, passing the limit was not always enough; also: strong numbers were not always called active
CRFR2-BP ag – CRF-BP/CRF-R2 complex agonism; HEK293 CRF-R2/CRF-BP, calcium dye fluorescence (FLIPR); percent of saturating CRF peptide response; 350,000 tested, 0.46% active; activation, % at 13.2 µM;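 active = activation of at least 50%, plus an integration ratio under a set limit after plate pattern correction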;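 also: plate controls were neutral control wells without compound for no effect and CRF at EC100 for full effect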
CRFR2-BP antag – blocks CRF-induced signaling of the CRF-BP/CRF-R2 complex. HEK293 CRF-R2/CRF-BP, CRF-induced calcium fluorescence. inhibition, % at 11.8 µM. 350,000 tested, 0.59% active. AID 588475;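 active = inhibition of the ligand-induced calcium signal above about 50% at the single tested concentration, limit read from the data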
GalR3 antag – antagonists of human GalR3 | inhibition, % at 3 µM | AID 651719 | 360,000 tested, 0.44% active | HEK293 GalR3-CNG cAMP membrane potential fluorescence; galR3 body fused to GalR1 C-terminus;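 active = inhibition above the screen-wide average plus 3 SD, cut at about 13% in these data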;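 also: forskolin and galanin both at EC90 stimulate the cells; cAMP rise reported by CNG channel membrane potential dye signal; 0% = forskolin plus galanin with DMSO and 100% = forskolin alone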
Target sequence (O60755 1-299 limits assumed): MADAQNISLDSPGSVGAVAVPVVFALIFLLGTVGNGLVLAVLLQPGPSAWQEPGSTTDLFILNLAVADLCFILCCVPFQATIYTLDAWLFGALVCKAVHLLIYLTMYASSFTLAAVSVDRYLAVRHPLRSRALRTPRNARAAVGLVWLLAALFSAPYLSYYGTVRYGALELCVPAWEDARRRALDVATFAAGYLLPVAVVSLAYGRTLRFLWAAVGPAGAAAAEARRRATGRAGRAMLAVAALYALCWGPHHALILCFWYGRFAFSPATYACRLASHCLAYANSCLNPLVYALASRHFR
MEKK2wt PB1 HTS – raises or lowers MEK5 binding to wildtype human MEKK2 PB1 domain; binding response (% of control), % at 10 µM; bead flow cytometry, Alexa488-MEK5 binding to MEKK2 WT; actives lie on both sides; 290,000 tested, 1.1% active; in the data active = binding response below about 67% or above about 130%
MEKK3 PB1 HTS – raises or lowers MEK5 binding to the human MEKK3 PB1 domain. Q99759. bead-based flow cytometry, Alexa488-MEK5 binding to MEKK3; actives lie on both sides; 0 = blocked by unlabeled MEK5, 100 = vehicle. binding response (% of control), % at 10 µM. 290,000 tested, 1.4% active. AID 1529;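 active = binding response more than 3 SD above or below the average of its plate-row segment, actives on both sides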;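 also: Alexa488 bead fluorescence after subtracting the streptavidin-only scavenger bead signal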
Target sequence (Q99759 whole entry, looked up, the tested form may be a part): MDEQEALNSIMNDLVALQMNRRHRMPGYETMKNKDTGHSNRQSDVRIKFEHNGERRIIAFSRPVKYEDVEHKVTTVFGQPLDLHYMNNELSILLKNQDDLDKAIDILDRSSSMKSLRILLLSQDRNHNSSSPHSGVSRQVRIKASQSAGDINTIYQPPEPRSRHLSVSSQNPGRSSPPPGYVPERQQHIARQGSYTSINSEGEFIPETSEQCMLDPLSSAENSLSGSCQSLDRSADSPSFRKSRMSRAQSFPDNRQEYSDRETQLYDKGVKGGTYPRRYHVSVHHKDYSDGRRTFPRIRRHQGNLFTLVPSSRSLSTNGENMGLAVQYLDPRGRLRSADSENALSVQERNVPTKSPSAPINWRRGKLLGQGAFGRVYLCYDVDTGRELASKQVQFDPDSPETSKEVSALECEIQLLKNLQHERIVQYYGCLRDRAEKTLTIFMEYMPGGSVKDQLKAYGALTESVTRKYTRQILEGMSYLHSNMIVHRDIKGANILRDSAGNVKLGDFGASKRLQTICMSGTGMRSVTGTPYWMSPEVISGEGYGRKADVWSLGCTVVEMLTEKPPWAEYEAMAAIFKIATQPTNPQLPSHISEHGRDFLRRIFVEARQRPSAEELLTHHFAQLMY
DNA FID counter – fluorescent intercalator displacement, NS3 helicase counter-screen. inhibition, % at 7.9 µM. 290,000 tested, 0.17% active. AID 1845. DNA fluorescent intercalator displacement, fluorescence; in the data active = inhibition above about 37%;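 also: 0% = vehicle and 100% = reference compound; higher means more ethidium bromide displaced from hairpin DNA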
MEKK2 mut-MEK5 – signal of MEK5 binding to mutant human MEKK2 PB1 domain; bead flow cytometry, Alexa488-MEK5 binding to MEKK2 mutant; percent response, % at 10 µM; 290,000 tested, 0.35% active; AID 1530; in the data active = percent response above about 24%, passing the limit was not always enough; also: inactives centre near 1; some results filed as inactive read as strong as hits
HCV NS3 hel inh – inhibitors of Hepatitis C virus NS3 helicase; NS3 helicase DNA unwinding, Cy5 molecular beacon fluorescence; inhibition, % at 10.9 µM; 290,000 tested, 0.56% active;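 active = inhibition above the mean of all tested compounds plus 3 SD, set per campaign, cut at about 35% in these data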;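 also: 0% = DMSO wells and 100% = thioflavine S control wells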
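test system = hepatitis C virus NS3 helicase domain fragment enzyme | reagent = annealed dual-labelled DNA beacon duplex, ATP-started | times = 1 h at 25 °C | detection = Cy5 fluorescence, 0 and 60 min reads | read-out basis = percent inhibition from t60/t0 fluorescence ratio | control set = DMSO and thioflavine S | replication = one well per compound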
* hit, by the source's call; x = not tested or not shown; [ ] = dose if it differs, or a comment. Some of the compounds tested; count on the stated rates, not on these rows.

canonical_smiles	SUMO HTRF inh	CRFR2-BP ag	CRFR2-BP antag	GalR3 antag	MEKK2wt PB1 HTS	MEKK3 PB1 HTS	DNA FID counter	MEKK2 mut-MEK5	HCV NS3 hel inh
COc1ccc(C(=O)N2CCC(n3c(C)nc4cc(F)ccc43)CC2)cc1	-2	-0.8	-26	6	104	104	-15	7	-9
CCCCc1ccc(N=N/C(C(=O)Nc2cc(OC)c(NC(C)=O)cc2OC)=C(/C)O)cc1	-8	-1.5	7	-2	103	101	0	2	3
Cc1ccc(C(=O)Nc2ccc(N3CCOCC3)nc2)cc1	-1	0.7	-1	-1	96	100	-4	-3	9
O=C(NC(=S)NCc1cccnc1)c1cc(Br)ccc1Cl	4	-1.7	19	-2	107	98	-21	4	-8
O=C(COC(=O)c1ccc(Cl)c(S(=O)(=O)N2CCCC2)c1)NC1CCCCC1	11	-0.4	3	2	100	103	-15	-5	3
Cn1ncc(Cl)c1C(=O)N1CCOCC1	23	-1.3	8	-2	100	99	-2	-3	10
Oc1ccc(/C=C/c2ccc3ccccc3n2)cc1	30	-0.7	0	2	97	100	9	-6	1
COc1cc(/C=N/Nc2nncc3ccccc23)cc(OC)c1OC	-5	-2.2	-1	-8	98	100	-28	-2	-19
COc1ccccc1C(c1nnnn1Cc1ccco1)N1CCN(c2cccc(C)c2C)CC1 (stereo unspecified)	-1	0.8	21	-6	96	49*[inhibitor]	-2	-1	5
NC(=O)CC[C@@H]1NC(=O)[C@@H]2CCCN2C(=O)c2cc([N+](=O)[O-])cc(I)c2NCCCC[C@@H](C(=O)NC(CC(=O)O)C(N)=O)NC1=O (stereo partly specified)	-6	-0.5	4	x	100	101	-36	4	6
O=C1CCN(CCc2ccccc2)CCN1[C@H](CO)Cc1ccccc1	5	-0.4	-3	-4	102	100	-11	-4	-22
CN(C)S(=O)(=O)N(CC(=O)N1CCN(Cc2ccccc2)CC1)c1ccccc1	-1	0.3	-4	-6	92	94	-17	-17	0
COc1ccc(NC(=O)C2CCCO2)c(OC)c1 (stereo unspecified)	18	0.4	-4	-5	106	104	-6	9	-3
COc1ccc(CCN2C(=O)C(Oc3ccccc3C)C2c2ccc3c(c2)OCO3)cc1 (stereo unspecified)	-2	1.6	11	0	109	156*	-7	1	1
CCSc1nnc(NC(=O)c2c(C)noc2C)s1	1	-1.0	5	-4	107	103	4	4	-9
CCOc1ccc(CCNC(=O)CCc2nnc3ccc(N4CCOCC4)nn23)cc1	6	0.6	7	0	96	101	-37	-1	1
COc1ccc(C2C(C(=O)c3ccco3)=C(O)C(=O)N2CC2CCCO2)cc1 (stereo unspecified)	11	-2.5	12	1	101	94	-16	0	20
Brc1ccc(C2NCCS2)cc1 (stereo unspecified)	4	-1.2	12	-4	73	78	14	-13	-1
CC(=O)c1cccc(NC(=O)c2ccc(N(C)S(C)(=O)=O)cc2)c1	-5	0.2	8	0	102	104	-8	7	-2
COc1ccccc1N1CCN(C(=O)c2cc(C3CC3)on2)CC1	-14	-1.9	17	1	99	101	-23	5	2
O=C(c1ccc(COc2ccc(F)cc2)o1)n1cccn1	25	-0.1	14	3	106	110	-2	16	2
CCOC(=O)C1CCN(C(=O)COc2ccc(N(C)S(=O)(=O)c3cccs3)cc2)CC1	4	-0.4	33	-6	109	107	-31	18	2
O=C(CSc1nnnn1-c1ccc(C(=O)O)cc1)NC1CCCCC1	0	1.4	3	-10	101	100	-4	-2	-3
COc1ccc(-c2csc3nc[nH]c(=O)c23)cc1OC	16	0.4	1	-6	111	117	-17	15	6
O=C(c1cc(COc2ccc(F)cc2F)on1)N1C[C@H]2CC[C@H]1C2	9	-0.9	-6	-4	103	103	-20	6	1
CCN(CC)S(=O)(=O)c1cccc(-c2n[nH]c(=S)n2/N=C/c2ccc(C(=O)OC)cc2)c1	3	-0.6	12	-13	94	100	-3	-4	9
Cn1c(SCC(=O)N2CCCc3ccccc32)nnc1-c1ccccc1	27	0.0	-4	-1	98	100	-16	2	4
O=C(N/N=C/c1ccc([N+](=O)[O-])o1)c1cc(-c2ccncc2)nc2ccccc12	13	0.5	-18	-7	98	103	-14	-1	25
O=C(CSc1nc2ccccc2o1)N/N=C/c1ccco1	-6	-0.2	2	0	105	99	-14	0	-11
N=c1c(S(=O)(=O)c2ccccc2)cc2c(=O)n3ccccc3nc2n1Cc1ccco1	50*	89*	7	-1	104	107	-4	4	37*
Cn1c(CCN2CCN(c3ccccn3)CC2)nc2cc(NS(=O)(=O)c3ccc(Cl)cc3)ccc21	-7	-1.0	-4	-10	109	103	8	2	-39
O=C(c1[nH]ncc1-c1cccc(Br)c1)C1CO1 (stereo unspecified)	6	-0.9	2	1	97	97	-3	-3	-25
COc1ccc(-c2ccc(-c3nnc(-c4ccncc4)o3)cc2)cc1	-6	x	x	x	100	102	-1	2	4
Cc1c(NC(=O)C(C)OC(=O)c2ccc(Br)o2)c(=O)n(-c2ccccc2)n1C (stereo unspecified)	14	-1.6	1	1	101	105	-4	-6	3
COc1nc(C)nc(C)c1Oc1ccc(Cl)cc1Cl	2	-0.6	18	-3	81	80	-6	-32	1
COC(=O)CCC(=O)N1CCCC(CNS(=O)(=O)c2ccc(OC)cc2)C1 (stereo unspecified)	8	-0.7	1	0	93	92	-7	-7	-4
CC(Oc1ccc(-c2ccccc2)c(F)c1)c1ccn(S(=O)(=O)c2ccc(Cl)cc2)n1 (stereo unspecified)	-22	-0.3	-3	-3	99	103	-1	7	8
CCOc1ccc(N2C(=O)CC(n3nc(C)cc3C)C2=O)cc1 (stereo unspecified)	14	0.2	13	-3	95	87	-2	-7	0
O=C(Nc1cccc(S(=O)(=O)N2CCCCC2)c1)c1ccc2c(c1)OCO2	-16	-0.9	-4	-4	93	91	-7	-3	-3
CC1CCCCC1NC(=O)Cn1[nH]c(=O)c2ccccc2c1=O (stereo unspecified)	-7	-1.2	6	0	98	102	3	1	3

Three successive entries already listed:
canonical_smiles	SUMO HTRF inh	CRFR2-BP ag	CRFR2-BP antag	GalR3 antag	MEKK2wt PB1 HTS	MEKK3 PB1 HTS	DNA FID counter	MEKK2 mut-MEK5	HCV NS3 hel inh
CCOC(=O)C1CCN(C(=O)COc2ccc(N(C)S(=O)(=O)c3cccs3)cc2)CC1	4	-0.4	33	-6	109	107	-31	18	2
O=C(CSc1nnnn1-c1ccc(C(=O)O)cc1)NC1CCCCC1	0	1.4	3	-10	101	100	-4	-2	-3
COc1ccc(-c2csc3nc[nH]c(=O)c23)cc1OC	16	0.4	1	-6	111	117	-17	15	6

(list continues)
canonical_smiles	SUMO HTRF inh	CRFR2-BP ag	CRFR2-BP antag	GalR3 antag	MEKK2wt PB1 HTS	MEKK3 PB1 HTS	DNA FID counter	MEKK2 mut-MEK5	HCV NS3 hel inh
N#CC1=C(N)SC(N)=C(C#N)C1c1ccnc2ccccc12	26	19	20	-2	101	104	-5	1	9
Cc1ccc(N2CC(C(=O)Nc3nnc(SCCC4OCCO4)s3)CC2=O)cc1C (stereo unspecified)	10	-0.9	-17	-3	101	98	-49	3	5
CCC1Sc2ccc(S(=O)(=O)CCC(=O)NC3CCCCCC3)cc2NC1=O (stereo unspecified)	x	0.3	-40	1	105	104	-45	3	-2
CCCNC(=O)CCNC(=O)c1ccc(C(C)(C)C)cc1	8	-0.7	18	-2	106	103	0	9	-1
COc1ccccc1/C=C1\SC(=S)N(CCC(=O)N2CCN(C)CC2)C1=O	11	-0.1	-6	-10	102	96	6	6	-72
COc1ccccc1C1=NOC(CN2C(=O)c3ccccc3S2(=O)=O)C1 (stereo unspecified)	14	-0.9	-11	2	87	87	-15	-3	-3
CC(=O)N1N=C2c3ccccc3CCC2C1c1cccs1 (stereo unspecified)	7	-2.4	0	-1	93	95	-22	-9	-1
Cc1noc(C)c1S(=O)(=O)NCCN1CCN(c2ccccc2)CC1	4	-0.6	-2	-5	117	106	5	4	3
COc1cc(Br)cc(/C=C/c2ccc3cccc(O)c3n2)c1O	-34	0.5	-8	-7	96	100	-12	-8	20
Cc1ccc(CNC(=O)Nc2cccs2)cc1	-12	1.2	7	-3	99	100	-15	9	22
Cc1cc2oc(=O)cc(Cn3nnc(-c4ccc(Cl)cc4)n3)c2cc1C(C)C	-8	x	x	x	99	100	1	19	-4
COc1ccccc1CNC(=O)CCn1c(=O)[nH]c2ccsc2c1=O	-23	-1.4	3	-6	95	100	-3	-5	14
CC(=O)Nc1ccc(NC(=O)Cn2cc3c(n2)CCCC3)cc1	18	-2.6	-15	-3	96	93	-10	-6	0
Nc1n[nH]c(CCCO)n1	30	-3.1	27	-1	100	99	-8	-1	-6
Cc1ccccc1Cn1nc(C)c(NC(=O)/C=C/c2cnn(C)c2)c1C	0	7.6	7	-3	95	94	-27	-3	1
COC(=O)c1cccc2nc3c(C(C)O)cccc3nc12 (stereo unspecified)	3	0.6	16	-3	97	101	x	3	x
NS(=O)(=O)c1ccc(CCNC(=O)c2ccc(C(=O)c3ccccc3)cc2)cc1	15	-1.4	2	-9	99	99	-17	-4	1
CCc1ccc(Nc2cc(C)nc3ncnn23)cc1	1	-3.4	-1	-8	105	107	-15	2	4
CCOC(=O)n1c(SCC(=O)N(CC)CC)nc2ccccc21	-24	1.2	1	-2	109	104	-22	6	5
COc1ccc(C(=O)CC(Nc2ccc([N+](=O)[O-])cc2)c2ccc(OC)cc2)cc1 (stereo unspecified)	10	-0.7	23	-5	115	105	8	7	-12
